LDHA inh – blocks human lactate dehydrogenase A; purified LDHA, NADH/diaphorase-resazurin fluorescence; hits give low values; P00338; 0.15% of 480,000 active; activity change, % (values are at about 110 or 230 µM); in the data active = activity change below about -30%; inconclusive = mostly about -25% to -30%;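 note: plate controls were DMSO wells for no effect and wells without enzyme for full effect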
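Resorufin fluorescence (ex540/em590), read at 0 and 20 min after diaphorase/resazurin addition, reports the NADH left after a 5 min room-temperature reaction of 2 nM human LDH5 with 0.06 mM NADH and 0.2 mM pyruvate.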
TrxR1 inh – blocks rat thioredoxin reductase 1. O89049. recombinant rTrxR1, NADPH fluorescence consumption, selenite substrate. Potency, µM (doses to about 114 µM), inactives show top-dose activity change, negative = inhibition, actives largely listed as inhibitors. 1% of 390,000 active; note: potency is the fitted concentration of half-maximal effect; % is set by controls: 0 for no effect and ±100 for the full control effect; nearly all actives have a fitted effect of over 65% in size
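Rat TrxR1 (90 nM in the dispensed reagent) was pre-reduced with 400 uM NADPH for 5 min at room temperature, then incubated with compound for 15 min. After 400 uM selenite was added, NADPH fluorescence (Ex 340/Em 450 nm) was followed for 8 min.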
IDH1 R132H inh – human IDH1 R132H inhibition; O75874; IDH1-R132H enzyme, NADPH consumption, diaphorase/resazurin fluorescence; Potency, µM (doses to about 76.6 µM), for inactives: at the top dose activity change, negative = inhibition, most hits filed as inhibitors; 0.093% of 390,000 active; AID 602179; note: potency is the fitted concentration of half-maximal effect; % is set by controls: 0 for no effect and ±100 for the full control effect; nearly all actives have a fitted effect of over 65% in size
Target sequence (O75874 whole entry R132H, stated change not applied): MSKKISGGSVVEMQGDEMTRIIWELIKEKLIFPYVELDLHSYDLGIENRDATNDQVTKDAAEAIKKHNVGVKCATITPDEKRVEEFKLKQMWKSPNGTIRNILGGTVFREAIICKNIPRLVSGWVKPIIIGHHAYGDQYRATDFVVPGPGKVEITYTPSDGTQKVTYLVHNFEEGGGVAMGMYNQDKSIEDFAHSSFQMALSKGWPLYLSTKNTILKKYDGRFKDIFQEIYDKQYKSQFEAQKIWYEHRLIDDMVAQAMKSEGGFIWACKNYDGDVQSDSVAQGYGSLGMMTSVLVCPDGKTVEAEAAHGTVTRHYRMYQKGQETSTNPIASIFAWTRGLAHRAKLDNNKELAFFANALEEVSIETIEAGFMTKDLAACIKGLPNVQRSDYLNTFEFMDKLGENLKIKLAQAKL
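IDH1-R132H (0.5 ug/mL dispensed) in pH 7.5 Tris buffer was preincubated 30 min with compound, then given a substrate mix of 0.016 mM NADPH and 2 mM alpha-KG for 80 min at room temperature; remaining NADPH was read by diaphorase/resazurin fluorescence.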
GRP78 ERSR act – inducers of ER stress response in human glioma cells; 0.02% of 420,000 active; Potency, µM, for the others: at the top dose activation, hits mostly activators; U87-MG GRP78 promoter luciferase reporter, 16 h; note: potency is the fitted concentration of half-maximal effect; series mostly up to about 76 µM; % of control where 0% means no effect; nearly all actives have a fitted effect of over 35% in size
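Stably transfected U87-MG glioma cells carrying a GRP78-based luciferase sensor; 16 h compound incubation. Luminescence end-point read 10 min after Bright-Glo addition at room temperature.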
TrxR1 substrate – substrates of rat thioredoxin reductase 1; AID 588456; 0.01% of 390,000 active; O89049; Potency, µM (doses to about 114 µM), for the others: at the top dose activity change, negative = substrate turnover; purified TrxR1 substrate turnover, NADPH consumption readout; note: potency is the fitted concentration of half-maximal effect; % is set by controls: 0 for no effect and ±100 for the full control effect; nearly all actives have a fitted effect of over 50% in size
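Rat TrxR1, dispensed at 90 nM, was prereduced with 400 uM NADPH (final) for 5 min at ~22 deg C, then incubated with compound 15 min before 400 uM selenite. A first-read NADPH fluorescence drop versus no-compound background flagged substrates.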
Vif-A3G inh – blocks the Vif interaction with human APOBEC3G. Q9HC16. HeLa A3G-eYFP + Vif (tagged APOBEC3G with the HIV-1 protein that degrades it), YFP fluorescence, overnight. Potency, µM (titrated, usually from 46.1 µM), inactives show at the highest dose activity, negative = active, most hits filed as inhibitors. 0.076% of 410,000 active. AID 602310;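 note: potency is the fitted concentration of half-maximal effect; % is set by controls: 0 for no effect and ±100 for the full control effect; nearly all actives have a fitted effect of over 60% in size; hits raise eYFP signal because A3G escapes Vif-driven loss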
Target sequence (Q9HC16 whole entry, looked up): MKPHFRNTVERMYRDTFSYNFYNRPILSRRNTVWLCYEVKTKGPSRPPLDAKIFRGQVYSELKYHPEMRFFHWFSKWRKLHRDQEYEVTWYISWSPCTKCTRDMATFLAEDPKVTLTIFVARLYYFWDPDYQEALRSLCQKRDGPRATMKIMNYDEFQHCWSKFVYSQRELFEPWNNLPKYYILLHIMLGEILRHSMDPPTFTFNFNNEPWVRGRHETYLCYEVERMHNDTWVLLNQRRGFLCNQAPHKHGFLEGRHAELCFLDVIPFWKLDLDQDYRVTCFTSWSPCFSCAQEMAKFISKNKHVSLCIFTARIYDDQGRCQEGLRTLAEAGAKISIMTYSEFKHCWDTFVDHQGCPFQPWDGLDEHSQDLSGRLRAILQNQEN
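Read-out is eYFP fluorescence (Ex 488/Em 500-530) from Vif-expressing HeLa A3G-eYFP cells; more signal means A3G escaped Vif-mediated degradation. Cells plated overnight, compound pinned in, incubated overnight at 37 deg C.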
RGS4 inh – blocks human RGS4-accelerated GTP hydrolysis | P49798 | Transcreener GDP fluorescence polarization, RGS4-accelerated GTP hydrolysis | Potency, µM (highest dose often 114 µM), for the others: at the highest dose activity change, negative = inhibition, most hits filed as inhibitors | 0.039% of 390,000 active | AID 504845; note: potency is the fitted concentration of half-maximal effect; % is set by controls: 0 for no effect and ±100 for the full control effect; nearly all actives have a fitted effect of over 75% in size; some results filed as inactive show a strong effect at the top dose
Target sequence (P49798 whole entry, looked up): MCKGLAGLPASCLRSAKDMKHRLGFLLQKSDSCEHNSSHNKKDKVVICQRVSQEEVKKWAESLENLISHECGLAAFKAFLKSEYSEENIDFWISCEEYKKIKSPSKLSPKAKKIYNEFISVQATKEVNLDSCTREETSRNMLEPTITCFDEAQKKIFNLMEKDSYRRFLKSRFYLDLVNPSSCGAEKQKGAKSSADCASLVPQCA
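MLSMR compounds (23 nl, pin-transferred) preincubated 10 min at room temperature with a 500nM (2x) first reagent, then RGS4 at 900nM (2x) plus Transcreener GDP mix added; fluorescence polarization (620/688 nm) read before and after 90 min at 30 °C.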
USP1-UAF1 inh – inhibitors of human USP1/UAF1 deubiquitinase | AID 743255 | 0.23% of 390,000 active | Potency, µM (titrated, usually from 57.1 µM), inactives show at the highest dose activity change, negative = inhibition, most hits filed as inhibitors | recombinant USP1/UAF1, Ub-Rhodamine cleavage fluorescence; note: potency is the fitted concentration of half-maximal effect; % is set by controls: 0 for no effect and ±100 for the full control effect; nearly all actives have a fitted effect of over 60% in size; inactives centre near -12
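Step one: compound is pinned into 1nM USP1/UAF1 in HEPES pH 7.8 buffer with TCEP. Step two: 15 min room-temperature incubation. Step three: Ub-Rho (150nM final) starts cleavage, tracked by fluorescence over six one-minute reads.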
Vif-APOBEC3F blk – inhibitors of Vif-A3F interaction | HeLa A3F-eYFP + Vif (tagged APOBEC3F with the HIV-1 protein that degrades it), YFP fluorescence increase | Potency, µM (top dose mostly 46.1 µM), for the others: at the top dose activity, negative = active | 0.2% of 390,000 active; note: potency is the fitted concentration of half-maximal effect; % of control where 0% means no effect; nearly all actives have a fitted effect of over 65% in size
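HeLa cells stably expressing Vif plus C-terminally eYFP-tagged A3F were seeded, incubated overnight at 37 deg C, dosed with compound, incubated overnight again at 37 deg C. Yellow fluorescence (Ex 488/Em 500-530) reported blocked Vif-mediated A3F-eYFP degradation.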
* hit, by the source's call; ? = inconclusive; & = joins results of further samples; [ ] = dose if it differs, or a comment. Unless noted, calls come from the whole dose curve; as a rule, active = well fitted curve in the direction sought with a large enough effect; inconclusive = small, poorly fitted or top-dose-only effect, or another doubt; inactive = no such curve, though single readings can be large; an effect the other way counts as inactive or inconclusive.

SMILES	LDHA inh	TrxR1 inh	IDH1 R132H inh	GRP78 ERSR act	TrxR1 substrate	Vif-A3G inh	RGS4 inh	USP1-UAF1 inh	Vif-APOBEC3F blk
O=C(OCC(=O)N1CCN(C(=O)c2ccco2)CC1)c1ccccc1NCCO	-8	40%	8%	1%	375%[activator]	-4%	-3%	-4%	-5%
CCCC1S/C(=N/N=C/c2ccc(OC)cc2)N(Cc2ccc(OC)cc2)C1=O (stereo not drawn)	2	21%	2%	0%	1%[0.457 µM]	0%	-12%	-13%	-5%
COc1cccc(C(=O)N2CCN(c3ccc(N4CCOCC4)nn3)CC2)c1	5	8%	6%	-2%	74%[activator]	-6%	-31%	-16%	1%
COc1ccccc1CNC(=O)C(=O)NCC(c1ccco1)S(=O)(=O)c1ccc(C)cc1 (stereo not drawn)	-1	-4%[57.1 µM]	-12%	1%	-2%[57.1 µM]	4%	-3%	-8%	8%
COc1ccc(Cc2nnc(SCC(=O)N(C)c3ccccc3)o2)cc1	-8	-15%	7%	1%	-7%	-1%	4%	-17%	-1%
Cc1cc(C)nc(NC2=NCC(=O)N2CCc2c[nH]c3ccccc23)n1	-9	-24%	5%	-4%	-3%	1%	-24%	-3%	-8%
CC1CCN(C(=O)c2[nH]cnc2C(=O)N[C@@H](Cc2ccccc2)C(=O)OC(C)(C)C)CC1	8	-7%	6%	-7%	-12%	-1%	-17%	10%	0%
Cc1ccc(C(=O)Nc2ccc(Br)cc2)cc1S(=O)(=O)NCc1ccccc1	-9	15%	-13%	5%	6%	-1%	-18%	-21%	-16%
COc1cc(NC(=O)CSC(=S)N2CCCC2)c(OC)cc1Cl	1	24%	12%	-4%	9%	-1%	-29%	-23%	-19%
CCc1ccc(NC(=O)C2CCCN2S(=O)(=O)c2ccc3c(c2)n(C)c(=O)c(=O)n3C)cc1 (stereo not drawn)	-5&-6	-2%&-2%	-2%&-14%	-5%&-1%	5%&13%	-5%&-2%	6%&11%	-21%&31%	1%&-7%
CC[C@]12c3[nH]c4ccccc4c3CCN1C(=O)C(CC(=O)NCCCOC)C[C@@H]2C(=O)N1CCN(C(=O)c2ccco2)CC1 (stereo partly drawn)	0	5%	-15%	-1%	-6%	1%	-8%	-17%	4%
COc1cc(/C=C/[N+](=O)[O-])ccc1OCc1cccc(C(=O)O)c1	11	32µM*	10%	-14%	-12%	?	?	-6%	3%
COc1cc(OC)c(C2=NOC(C(=O)Nc3c(C)n(C)n(-c4ccccc4)c3=O)C2)cc1Cl (stereo not drawn)	-2	21%[57.1 µM]	2%	-5%	-2%	0%	-16%	-8%	-6%
COc1ccc(Br)cc1CNC(=O)c1cc2c(=O)n(C)c3ccccc3c2s1	-5	18%	-6%	-1%	5%	1%	-2%	?	2%
CC1(C)C(=O)Nc2ccccc2N1C(=O)CSc1nnc2ccccn12	-16	19%	-14%	0%	7%	1%	5%	-14%	-2%

No new results follow: an excerpt of the list.
SMILES	LDHA inh	TrxR1 inh	IDH1 R132H inh	GRP78 ERSR act	TrxR1 substrate	Vif-A3G inh	RGS4 inh	USP1-UAF1 inh	Vif-APOBEC3F blk
COc1cc(NC(=O)CSC(=S)N2CCCC2)c(OC)cc1Cl	1	24%	12%	-4%	9%	-1%	-29%	-23%	-19%
CCc1ccc(NC(=O)C2CCCN2S(=O)(=O)c2ccc3c(c2)n(C)c(=O)c(=O)n3C)cc1 (stereo not drawn)	-5&-6	-2%&-2%	-2%&-14%	-5%&-1%	5%&13%	-5%&-2%	6%&11%	-21%&31%	1%&-7%
CC[C@]12c3[nH]c4ccccc4c3CCN1C(=O)C(CC(=O)NCCCOC)C[C@@H]2C(=O)N1CCN(C(=O)c2ccco2)CC1 (stereo partly drawn)	0	5%	-15%	-1%	-6%	1%	-8%	-17%	4%
COc1cc(/C=C/[N+](=O)[O-])ccc1OCc1cccc(C(=O)O)c1	11	32µM*	10%	-14%	-12%	?	?	-6%	3%
COc1cc(OC)c(C2=NOC(C(=O)Nc3c(C)n(C)n(-c4ccccc4)c3=O)C2)cc1Cl (stereo not drawn)	-2	21%[57.1 µM]	2%	-5%	-2%	0%	-16%	-8%	-6%
COc1ccc(Br)cc1CNC(=O)c1cc2c(=O)n(C)c3ccccc3c2s1	-5	18%	-6%	-1%	5%	1%	-2%	?	2%
CC1(C)C(=O)Nc2ccccc2N1C(=O)CSc1nnc2ccccn12	-16	19%	-14%	0%	7%	1%	5%	-14%	-2%

Next section:
SMILES	LDHA inh	TrxR1 inh	IDH1 R132H inh	GRP78 ERSR act	TrxR1 substrate	Vif-A3G inh	RGS4 inh	USP1-UAF1 inh	Vif-APOBEC3F blk
Cc1ccc(C(=O)CCC(=O)Nc2cccc(C(F)(F)F)c2)cc1	4	5%	2%	-6%	-2%	1%	-2%	-16%	-15%
Cc1cc(C)c2nc(-c3cccc(Cl)c3)c(C)c(C(=O)N3CCOCC3)c2c1	1	15%	-9%	-4%	-6%	-6%	19%	-23%	-6%
Cn1ccsc1=NC(=O)c1ccc(=O)[nH]c1	-3	10%	-2%	0%	-5%	-6%	-19%	-20%	3%
Cc1ccc(S(=O)(=O)C(C#N)c2nc3ccccc3nc2OC(C)C)cc1 (stereo not drawn)	-2	10%	0%	-1%	8%	0%	-16%	-21%	-26%
CCCn1cc(S(=O)(=O)c2cc(C)ccc2C)c(=O)c2cc(F)c(N3CCN(CC)CC3)cc21	-13	-2%	-6%	1%	25%	8%	21%	-17%	1%
Cc1c(C(=O)N2CCCC2)oc2c1-c1nn(CC(=O)NCc3ccc(OC(C)C)cc3)cc1CC2	13	6%	0%	-4%	-6%	-4%	0%	-23%	4%
CCCn1c(C(O)c2cc(OC)c(OC)c(OC)c2)nc2ccccc21 (stereo not drawn)	-13	12%	-11%	-1%	-2%	2%	5%	-9%	-8%
CC1(C)C(=O)Nc2ccccc2N1C(=O)COC(=O)CSc1ccc(F)cc1	4	16%	4%	-1%	6%	5%	-8%	-17%	-19%
CC1(c2nnc(Cc3ccccc3)o2)CC(c2ccccc2[N+](=O)[O-])=NO1 (stereo not drawn)	4	-52%	9%	-4%	23%[57.1 µM]	2%	?	-32%	5%
O=C(COc1ccc([N+](=O)[O-])cc1)N(C1CCCCC1)C1CCS(=O)(=O)C1 (stereo not drawn)	-1	0%[57.1 µM]	-3%	-1%	-3%[57.1 µM]	1%	-8%	0%	5%
O=C1/C(=C/c2ccccn2)SC(=S)N1Cc1ccccc1	-6	10%[57.1 µM]	0%	0%	0%[57.1 µM]	-1%	6%	-4%	-4%
O=C(Oc1ccc(-c2cnc3ccccc3n2)cc1)c1ccco1	-4	-10%	0%	0%	-2%	1%	-12%	-21%	4%
O=C(c1scc2c1CCCC2)N1CCOCC1	11	-13%	0%	-2%	-6%	4%	-41%	-25%	-7%
COc1ccc(C(C(=O)NC(C)(C)C)N(C(=O)CCC(=O)Nc2cc(C)on2)c2cccc(C)c2C)cc1 (stereo not drawn)	-1	31%[57.1 µM]	-2%	-7%	10%[57.1 µM]	1%	10%	3%	-3%
O=[N+]([O-])c1ccc(N2CCN(CCO)CC2)cc1NCc1ccco1	-5	0%	-1%	-2%	-4%	1%	17%	-23%	-5%
O=Cc1c(N2CCN(CCO)CC2)nc2ccccn2c1=O	-4	2%	0%	-1%	0%	3%	-29%	-22%	-3%
Cc1nc(SCC(=O)Nc2ccccc2Cl)oc1C	-1	39%	0%	-2%	9%	3%	-28%	-23%	-24%
O=S(=O)(c1ccc(F)cc1)N1CCC(N2CCCCCC2)CC1	-22	-13%	2%	-4%	-7%	-8%	23%	4%	-3%
COc1ccc(NC(=O)C(c2ccccc2)N(C)C(=O)CNC(C)=O)cc1 (stereo not drawn)	-4	9%[57.1 µM]	14%	-2%	3%[57.1 µM]	-3%	33%	-4%	5%
N#CCc1nc2c3c4c(sc3ncn2n1)CCCC4	-4	1%[57.1 µM]	-13%	5%	7%[57.1 µM]	-14%	-2%	-5%	2%
CCCCc1nn2c(=O)cc(COC(=O)c3cccs3)nc2s1	-13	16%[57.1 µM]	11%	1%	-1%[57.1 µM]	2%	-13%	-19%	5%
CC(C)NC(=O)c1ccc(N(Cc2ccccc2)S(C)(=O)=O)cc1	-10	13%	-1%	0%	5%[57.1 µM]	0%	25%	4%	8%
O=[N+]([O-])c1nn(-c2ccc(Cl)cc2)n(O)c1=NCc1ccccc1Cl	-2	8%	0%	6%	-4%	-4%	1%	-19%	18%
CCC(=O)Nc1nnc(SCC(=O)N2c3ccccc3CC2C)s1 (stereo not drawn)	-5	9%[57.1 µM]	5%	-2%	6%[57.1 µM]	-2%	22%[11.4 µM]	-15%	0%
CC(C)CCc1noc(CN2CCN(CC(=O)NC(C)C)CC2)n1	2	3%	10%	-3%	2%	2%	5%	-21%	-19%

From PubChem BioAssay

The list is partial; rates above refer to the full screens.
